miR-122 sensor: blocks miR-122 activity in Huh7 sensor cells. Huh7 miR-122 Renilla luciferase sensor, 48 h; neutral wells = 0, positive control = 100. activation (reporter increase), % at 12.5 µM. actives 0.3% (n = 340,000);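 active = mean replicate activation score at least 90 and every replicate individually at or above 90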;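 note: higher luciferase means less miR-122 activity so hits act as miR-122 inhibitors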
F508del corr: CFTR F508del correction in bronchial cells; CFBE cells, YFP halide quenching; stimulated with forskolin plus potentiator P3; % fluorescence drop versus neutral controls; actives 0.36% (n = 350,000); activity (quench increase), % at 7.58 µM; AID 720511;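 active = mean added fluorescence quench of at least 8% versus neutral control, with both replicates also reaching 8%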;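 note: cells transiently co-express mutant CFTR-F508del with the halide-sensitive YFP; corrector assay measuring rescue of mutant channel to the surface after 24 h compound exposure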
EWS-Fli inh: EWS/Fli transcriptional activity inhibition; A673 NR0B1-luciferase reporter, viability-normalised; actives 0.67% (n = 350,000); inhibition, % at 12.6 µM; AID 651661;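 active = mean inhibition of at least 50% after viability correction, with every replicate also passing that limit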;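 note: firefly luciferase signal divided by Alamar Blue viability fluorescence both relative to DMSO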
INS-1E GSIS act: primary screen for activators of insulin secretion dependent on glucose, INS-1E cells, GLuc reporter luminescence; INS-1E GLuc reporter insulin secretion, 2-3 h; activation, % at 16.6 µM; actives 0.61% (n = 370,000);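 active = lowest replicate activation of at least 40%, so every replicate reaches that level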;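 note: 0% = median of neutral control wells and 100% = median of IBMX positive control wells; some compounds called inactive have numbers as strong as hits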
DENV2 CPE rescue: inhibitors of DENV2 cytopathic effect | DENV2-infected cells, cytopathic effect rescue, plate reader | CPE inhibition, % at 9.99 µM | actives 1.7% (n = 350,000); in the data active = CPE inhibition above about 20%, passing the limit was not always enough; tested in BHK-21 cells;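 note: 0% = median of neutral control wells and 100% = median of positive control wells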
PAX8 reporter: lowers PAX8-driven luciferase in RMG-I cells | RMG-I TPO-luciferase reporter, SteadyGlo, 24 h | inhibition, % at 12.6 µM | actives 1.2% (n = 360,000) | AID 652154;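 active = mean replicate inhibition at least 60% with every replicate also reaching 60%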;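 note: luciferase light reporting Pax8 driven TPO promoter activity; plate controls were median of neutral control wells for no effect and mitoxantrone controls for full effect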
FN deposit inh: fibronectin deposition inhibition; actives 0.086% (n = 350,000); inhibition, % at 12.6 µM; AH1F fibroblasts, Alexa488-fibronectin deposition fluorescence, overnight;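 active = mean inhibition across replicates of 30% or more, regardless of how many single replicates reach that level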;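 note: positive control wells lacked labelled fibronectin entirely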
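Material: AH1F fibroblasts assembling fluorescent fibronectin matrix; amount: 10000 AH1F cells/well; medium: DMEM, 2% serum; reagent: Alexa488-fibronectin, 24 nM final in well; dosing: single compound dose, delivered by pin transfer; incubation: 1 h adhesion, overnight exposure; detection: fluorescence after three HBSS washes, excitation 485 nm, emission 525 nm; measure: fibronectin deposition inhibition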
Starred values were filed as active, the others as inactive; / = no result given; & = joins results of further samples; [ ] = another dose, or the depositor's remark.

item	mol	miR-122 sensor	F508del corr	EWS-Fli inh	INS-1E GSIS act	DENV2 CPE rescue	PAX8 reporter	FN deposit inh
1	CNc1nc2c(C)cccn2c(=O)c1C=Nc1ccc(OC)cc1	/	-2.5	4	-13	-2	-22	2
2	COc1ccc(N(C)S(=O)(=O)c2cccc(C(=O)NC3CCCCCC3)c2)cc1	40	1.9	-78	-38	0	6	3
3	C[C@H](CO)N1C[C@H](C)[C@@H](CN(C)C(=O)C2CCCCC2)OCCCC[C@H](C)Oc2ccc(NC(=O)CCC(F)(F)F)cc2C1=O	4[16.7 µM]	-1.0	1	-5	-1	/	/
4	c1ccc(-c2csc(N3CCSCC3)n2)cc1	/	-0.8	-64	-7	-3	-72	5
5	C#CCOCCOCCOCCNc1nc(N2CCN(C(=O)[C@H](C(C)C)n3cc(CCO)nn3)CC2)nc(N2CCN(C(=O)[C@H](Cc3ccc(O)cc3)n3cc(CCO)nn3)CC2)n1	-3	-2.3	-9	5	9	-3	18
6	CCC(=O)N1C[C@@H](C)[C@@H](OC)CN(C)C(=O)c2cc(NC(=O)CC(F)(F)F)ccc2OC[C@@H]1C	/	-0.9	/	-4	6	-24	3
7	COc1cccc(-c2cc(C(=O)NCCN3CCOCC3)no2)c1	3	/	/	-1	/	/	3
8	C[C@@H]1CN([C@H](C)CO)C(=O)CCCn2nncc2CO[C@@H]1CN(C)C(=O)Nc1ccccc1	-5[16.7 µM]	0.9&1.3	-4&-7	-10&-8	3&-3	-14&-10	-4&4
9	COc1ccc2cc(C(C)C(=O)N3CCC(C(N)=O)CC3)ccc2c1 (configuration not stated)	0	0.1	-4	-11	-5	0	13
10	CO[C@@H]1CN(C)C(=O)c2ccc(NC(C)=O)cc2OC[C@@H](C)N(C(=O)NC2CCCCC2)C[C@H]1C	/	3.1&-1.1	2&10	-5	1&5	-21	5&5
11	C[C@@H]1CN([C@H](C)CO)C(=O)Cc2cc(NC(=O)c3ccncc3)ccc2O[C@@H]1CN(C)Cc1ccncc1	-7[16.7 µM]	-1.5	1	10	-13	4	/
12	CCCNC(=O)C[C@H]1CC[C@@H]2[C@H](COC[C@H](O)CN2C(=O)c2cc(Cl)cc(Cl)c2)O1	0[16.7 µM]	-1.6	5	-11	6	-2	13
13	Cc1ccc(C)c(N(CC(=O)NC2CCCC2)C(=O)c2cc3cc4cc(C)ccc4nc3s2)c1	/	-0.6	4	-16	1	/	/
14	Cc1cccc(N(C(=O)CCC(=O)Nc2cc(C)on2)C(C(=O)NC2CCCC2)c2ccncc2)c1 (configuration not stated)	-10	/	/	/	/	-7	-3
15	CCCNC(=O)N1CC2(CCN(C(=O)C3CCCC3)CC2)c2c([nH]c3cc(OC)ccc23)[C@H]1CO	/	2.1	9	-16	12	16	/
16	Cc1cccc(C(=O)NCC(=O)N2CC=C(c3ccccc3)CC2)c1	-7	-1.0	-5	-5	0	4	1
17	O=C(O/N=C/c1ccc(Br)cc1)c1ccc(F)cc1	/	-3.9	-9	-1	13	8	-15
18	O=C(Nc1ncn[nH]1)c1ccc(Cl)c(S(=O)(=O)N2CCCCCC2)c1	13	/	/	/	/	-14	0
19	COc1ccc2c3c([nH]c2c1)[C@H](CO)N(C(=O)c1ccccc1)CC31CN(S(=O)(=O)c2cccs2)C1	/	0.3	4	26	82*	/	/
20	COc1ccc(N2CCN(S(=O)(=O)c3c(C)noc3/C=C/N(C)C)CC2)cc1	/	-0.7	-18	-19	1	-6	0
21	O=C(c1cccs1)n1nc(-c2cccnc2)nc1NCc1ccco1	1	0.3	-8	4	-2	-54	3
22	C[C@@H]1CN([C@H](C)CO)C(=O)c2cc(NS(=O)(=O)c3ccc(F)cc3)ccc2O[C@@H](C)CCCCO[C@@H]1CN(C)C(=O)C1CCCCC1	3[16.7 µM]	-0.9	-1	-20	13	-4	-10
23	C/C=C/c1cnc2c(c1)C(=O)N([C@H](C)CO)C[C@H](C)[C@H](CN(C)S(=O)(=O)c1ccccc1F)O2	37[16.7 µM]	-1.1	5	-6	1	38	/
24	Cc1cc(=O)n2nc(N3CCCC(C(=O)NCc4ccc(F)cc4)C3)sc2n1 (configuration not stated)	-1	-1.1	/	-3	-5	-2	-5
25	O=C(C1CC1)N1CCCCN2[C@H](CO)[C@H](c3ccc(-c4cccc(F)c4)cc3)[C@@H]2C1	-28[16.7 µM]	-1.4	-14	-22	3	-20	/
26	O=C(O)c1ccc(N/N=C/c2ccc(F)c(F)c2)cc1	4	/	16	/	10	-3	0
27	COc1ccc(N2CCN(C3CCCN(C(=O)C4=C(C)OCCO4)C3)CC2)cc1 (configuration not stated)	/	-0.7	/	33	1	2	3
28	C[C@@H]1CN([C@H](C)CO)C(=O)c2cc(NS(=O)(=O)c3ccccc3)ccc2O[C@@H]1CN(C)C(=O)Nc1ccc2c(c1)OCO2	-6[16.7 µM]	-0.3	-8	-1	-3	/	-3
29	C[C@@H]1CN([C@H](C)CO)C(=O)Cc2cc(NS(=O)(=O)c3ccccc3)ccc2O[C@@H]1CN(C)CC1CC1	-1[16.7 µM]	-2.3	-4	19	2	26	/
30	CCOC(=O)c1[nH]c2ccccc2c1N=CN(CC)CC	5	/	/	/	/	23	-2

Arranged by SMILES length (largest number first): 6 of the compounds above.
item	mol	miR-122 sensor	F508del corr	EWS-Fli inh	INS-1E GSIS act	DENV2 CPE rescue	PAX8 reporter	FN deposit inh
22	C[C@@H]1CN([C@H](C)CO)C(=O)c2cc(NS(=O)(=O)c3ccc(F)cc3)ccc2O[C@@H](C)CCCCO[C@@H]1CN(C)C(=O)C1CCCCC1	3[16.7 µM]	-0.9	-1	-20	13	-4	-10
29	C[C@@H]1CN([C@H](C)CO)C(=O)Cc2cc(NS(=O)(=O)c3ccccc3)ccc2O[C@@H]1CN(C)CC1CC1	-1[16.7 µM]	-2.3	-4	19	2	26	/
12	CCCNC(=O)C[C@H]1CC[C@@H]2[C@H](COC[C@H](O)CN2C(=O)c2cc(Cl)cc(Cl)c2)O1	0[16.7 µM]	-1.6	5	-11	6	-2	13
25	O=C(C1CC1)N1CCCCN2[C@H](CO)[C@H](c3ccc(-c4cccc(F)c4)cc3)[C@@H]2C1	-28[16.7 µM]	-1.4	-14	-22	3	-20	/
27	COc1ccc(N2CCN(C3CCCN(C(=O)C4=C(C)OCCO4)C3)CC2)cc1 (configuration not stated)	/	-0.7	/	33	1	2	3
4	c1ccc(-c2csc(N3CCSCC3)n2)cc1	/	-0.8	-64	-7	-3	-72	5

Continuation:
item	mol	miR-122 sensor	F508del corr	EWS-Fli inh	INS-1E GSIS act	DENV2 CPE rescue	PAX8 reporter	FN deposit inh
31	COc1ccc(P(=O)(COc2ccc([N+](=O)[O-])cc2)c2ccc(OC)cc2)cc1	-12	/	/	-4	/	-2	0
32	Cc1cc(C(=O)Nc2cccc3c2O[C@@H](CN(C)S(=O)(=O)c2ccccc2)[C@H](C)CN([C@@H](C)CO)C3=O)n(C)n1	3	0.3	-1	29&22	-2	2	-9
33	CCOC(=O)C1CCN(C(=O)c2ccc(OCC(=O)N3CCOCC3)c(OC)c2)CC1	-4	-2.7	1	-1	2	-2	1
34	CCO[C@@H]1OC(C(=O)NCc2ccccc2)=C[C@H](C2CCCCC2)[C@H]1CCCO	3	0.9	9	-13	6	9	4
35	CCC(=O)Nc1c(C)nn(-c2ccc(C)c(C)c2)c1C	-2	-0.8	-4	13	5	-9	3
36	COc1ccc(C)cc1NC(=O)CCCN1C(=O)CN(C)C1=O	-2	0.9	-6	/	3	10	5
37	CCOc1ccc(NS(=O)(=O)c2ccc3c(c2)N(C(C)=O)CCS3)cc1	25	0.4	/	-5	5	10	-6
38	COc1ccc(OC)c(S(=O)(=O)N(C)CC(=O)N2CCCCC2)c1	/	-2.6	/	23	6	-1	2
39	CC(C)NC(=O)Nc1ccc2c(c1)C(=O)N([C@H](C)CO)C[C@H](C)[C@H](CN(C)CC1CC1)OCCCC[C@H](C)O2	-3[16.7 µM]	-1.2	-4	29	/	-25	/
40	CCOC(=O)c1c(-c2ccc(C)cc2)csc1NC(=O)CCSc1nnc2ccccn12	2	/	/	-3	/	/	-3
41	CCC(CO)Nc1ccn2nc(-c3cccs3)cc2n1 (configuration not stated)	3	0.2	-87	16	-5	-177	13
42	C[C@@H]1CCCCO[C@@H](CN(C)S(=O)(=O)c2ccc(F)cc2)[C@H](C)CN([C@H](C)CO)C(=O)c2cc(NC(=O)NC3CCCCC3)ccc2O1	-6[16.7 µM]	-0.5	5	-5	-15	11	2
43	c1cncc(C2Nc3ccccc3-c3nc4ccccc4n32)c1 (configuration not stated)	2	-2.4	-5	10	-1	/	/
44	CC(C)[C@H](NC(=O)c1ccc(Cl)cc1Cl)C(=O)OCc1nc2ccsc2c(=O)[nH]1	1	-1.3	0	7	-3	-3	-6
45	COc1ccc(CCNS(=O)(=O)c2cccc3cccnc23)cc1OC	-14	-4.1	0	24	4	-19	4
46	Cc1ccc(S(=O)(=O)CCC(=O)c2ccc(O)cc2O)cc1	6	/	/	/	/	97*	1
47	Cc1ccc(C)c(OCCC(=O)OCC(=O)Nc2cccnc2Cl)c1	-5	-2.7	/	11	2	-12	/
48	C[C@@H]1CN([C@@H](C)CO)C(=O)c2cc(NC(=O)C3CC3)ccc2O[C@@H]1CN(C)S(=O)(=O)c1cn(C)cn1	-2[16.7 µM]	2.9	-14	5	8	/	/
49	CO[C@@H]1CN(C)C(=O)c2ccc(NC(=O)C3CC3)cc2OC[C@@H](C)N(C(C)=O)C[C@H]1C	/	-0.6	/	1	3	/	-5
50	CCNc1nc(NCC)nc(SCCOC(=O)Nc2ccc(Cl)cc2Cl)n1	/	/	/	-33	/	6	9
51	Cc1cccc(NC(=O)CCN2CCN(C)CC2)c1	5	1.4	-1	4	-4	-10	5
52	O=C(COC(=O)c1cc[n+]([O-])cc1)Nc1cccc(F)c1	-5	-2.7	1	-1	1	-7	0
53	O=C(C1CCN(S(=O)(=O)c2ccccc2F)CC1)N1CCc2ccccc2C1	-10	-2.3	6	3	/	-11	-2
54	O=C(c1ccc(Cl)cc1)N(c1ccccn1)C1CCCCC1	16	2.6	19	10	4	9	7
55	Cc1c(C(=O)NCc2cccnc2)oc2ccc(S(=O)(=O)N3CC(C)CC(C)C3)cc12 (configuration not stated)	8	0.0	-1	-2	21*	26	15
56	CCCc1nc2c(c(=O)c3ccccc3n2C)c(=O)n1-c1cc(C)cc(C)c1	/	-0.3	-18	10	-8	-20	8
57	O=C(C[C@H]1CC[C@@H](NS(=O)(=O)c2ccccc2)[C@@H](CO)O1)N1CCc2ccccc2C1	/	1.2	4	2	-5	7	/
58	CC1(c2ccc3ccccc3c2)NC(=O)N(CC(=O)N2CCN(c3ccccc3O)CC2)C1=O (configuration not stated)	-4	2.4	14	-4	-3	16	-2
59	Cc1cn(CC(=O)NCCN2CCOCC2)c(=O)[nH]c1=O	-3	2.8	0	4	-5	12	15
60	CCS(=O)(=O)c1ccc(O)c(NC(=O)c2cc(-c3ccccn3)nc3ccccc23)c1	1	1.1	9	-5	-7	15	-6
